# A3G deaminase – inhibitors of human APOBEC3G DNA deaminase; Q9HC16; recombinant A3G, ssDNA deamination FAM/TAMRA fluorescence; inhibition, % at 20 µM; hit rate 0.28% among 330,000; AID 493012;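 active means inhibition of at least 40% at 20 µM, with no more than 30% in the related APOBEC3A deaminase screen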;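 further: plate controls were DMSO wells with A3G for no effect and wells lacking A3G enzyme for full effect; some compounds called inactive have numbers as strong as hits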
# Target sequence (Q9HC16 whole entry, looked up): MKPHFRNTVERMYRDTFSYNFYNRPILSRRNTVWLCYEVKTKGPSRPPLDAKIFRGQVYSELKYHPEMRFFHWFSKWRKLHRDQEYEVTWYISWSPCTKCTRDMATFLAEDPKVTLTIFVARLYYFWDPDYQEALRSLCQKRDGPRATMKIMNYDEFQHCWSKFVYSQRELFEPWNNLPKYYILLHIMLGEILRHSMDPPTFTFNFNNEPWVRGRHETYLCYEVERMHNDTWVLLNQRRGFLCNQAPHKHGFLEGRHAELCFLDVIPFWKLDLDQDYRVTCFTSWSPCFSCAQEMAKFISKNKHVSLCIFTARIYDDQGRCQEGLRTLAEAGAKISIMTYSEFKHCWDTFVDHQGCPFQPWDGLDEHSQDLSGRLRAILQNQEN
# ATG4B inh – blocks human ATG4B protease cleavage of LC3 substrate; ATG4B cleavage of LC3-PLA2, NBD-HPC fluorescence, 1 h; hit rate 0.51% among 340,000; Q9Y4P1; inhibition, % at 8.33 µM; in the data active means inhibition above about 40%
# APOBEC3A inh – human APOBEC3A DNA deaminase inhibition; AID 493011; P31941; inhibition, % at 20 µM; hit rate 0.41% among 330,000; recombinant A3A, FAM/TAMRA ssDNA deamination fluorescence;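 active means at least 40% inhibition at 20 µM here, with at most 30% in a related deaminase screen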;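 further: plate controls were A3A with DMSO for no effect and wells lacking A3A enzyme for full effect; some results filed as inactive read as strong as hits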
# hIAP block – human IAP inhibition | inhibition, % at 10 µM | AID 2544 | purified IAP, CDP-Star luminescence, 30 min | P09923 | hit rate 0.12% among 330,000;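 active means inhibition reaching a set limit with compound at 10 µM in the primary screen, cut at about 35% in these data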;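 further: plate controls were DMSO wells with enzyme for no effect and no-enzyme buffer wells for full effect; values of inactives mirror those of a sister screen read the other way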
# Target sequence (P09923 whole entry, looked up): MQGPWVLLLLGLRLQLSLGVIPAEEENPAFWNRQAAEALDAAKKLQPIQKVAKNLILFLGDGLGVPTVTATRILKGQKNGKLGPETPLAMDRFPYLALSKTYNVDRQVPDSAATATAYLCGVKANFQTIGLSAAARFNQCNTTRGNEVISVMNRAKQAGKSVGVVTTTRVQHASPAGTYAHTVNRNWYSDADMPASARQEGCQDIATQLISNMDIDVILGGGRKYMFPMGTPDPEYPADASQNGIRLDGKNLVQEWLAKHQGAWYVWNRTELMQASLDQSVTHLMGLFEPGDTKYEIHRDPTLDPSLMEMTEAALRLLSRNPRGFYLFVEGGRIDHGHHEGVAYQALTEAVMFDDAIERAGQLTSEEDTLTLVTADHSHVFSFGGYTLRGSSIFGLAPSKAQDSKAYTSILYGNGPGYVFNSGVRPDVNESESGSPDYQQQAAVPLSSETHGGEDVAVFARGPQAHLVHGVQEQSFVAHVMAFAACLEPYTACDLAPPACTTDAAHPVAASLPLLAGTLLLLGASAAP
# mIAP block – mouse IAP inhibition; AID 2806; hit rate 0.2% among 330,000; inhibition, % at 10 µM; purified mouse IAP, CDP-Star luminescence, 30 min;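 active means inhibition of at least 40% at 10 µM in the primary screen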;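 further: plate controls were DMSO with enzyme for no effect and no enzyme wells for full effect; values of inactives mirror those of a sister screen read the other way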
# hIAP act – increases human intestinal alkaline phosphatase activity; P09923; purified human IAP, CDP-Star luminescence, 30 min; hits give high values; 1 = vehicle-only enzyme, 0 = enzyme-free background; activation factor at 10 µM; hit rate 0.16% among 330,000; AID 2524;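 active means activation factor of the enzyme at least 2-fold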; further: the source names both 10 and 20 µM as test concentration; values of inactives mirror those of a sister screen read the other way
# mIAP act – mouse IAP activation. hit rate 0.24% among 330,000. muIAP, CDP-Star luminescence, 30 min; hits give high values; 1 = vehicle-only enzyme signal, 0 = enzyme-free wells. activation factor at 10 µM;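 active means activation factor of at least 2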; further: the source names both 10 and 20 µM as test concentration; values of inactives mirror those of a sister screen read the other way
#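 Assay system: mouse IAP enzyme / Compound: DMSO-dissolved test compounds / Timing: 30 min, room temperature / Measured by: luminescence from enzymatic CDP-Star hydrolysis / Control set: DMSO-only wells, enzyme-free buffer wells as negative control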
# beta cell repl – induces beta-cell replication in MIN6 cells. MIN6 cells proliferation, ATPlite luminescence, 48 h; cells starved in 0.2% serum; 100% = growth in 10% serum. proliferation, % at 10 µM. hit rate 0.29% among 330,000;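 active means compounds whose signal lies at least 3.5 SD above the mean of all wells on their plate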;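 further: 0% = DMSO-treated cells in low-serum medium and 100% = 10% serum control; some compounds called inactive have numbers as strong as hits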
# MPTP block – blocks calcium-induced mitochondrial swelling. inhibition, % at 10 µM. isolated mouse mitochondria, Ca2+ swelling absorbance, 30 min. AID 602449. hit rate 1.4% among 360,000;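 active means inhibition of 50% or more, scaled per plate between neutral and stimulator controls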;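 further: 0% = DMSO wells given calcium and 100% = 1 mM EGTA wells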
# Starred values were filed as active, the others as inactive.
compound,A3G deaminase,MPTP block,mIAP block,hIAP block,mIAP act,ATG4B inh,beta cell repl,APOBEC3A inh,hIAP act
CCOc1ccc(NC(=O)CN(C)C(=O)C2CC2C)cc1OCC (stereo not given),-2,-0.9,0,-5,1,5,-1,0,1.1
Cc1ccc(C2CC2c2n[nH]c(=S)n2-c2cccc(Cl)c2)cc1 (stereo not given),-9,2.6,-13,-10,1.1,-3,0,-2,1.1
c1ccc2c(c1)ncn2CCC1CCCCC1,-2,3.5,-5,6,1.1,9,-5,2,0.94
CCn1nc(C)c(NC(=O)c2cc(Br)ccc2Cl)c1C,-5,-0.2,0,-4,1,-4,0,-1,1
CCOC(=O)N1CCC(NC(=O)CS(=O)(=O)Cc2nc(-c3cccc(OC)c3)oc2C)CC1,-4,0.9,0,10,0.99,9,-4,0,0.9
COc1ccc(CCN(C)C(=O)CN2C(=O)c3ccccc3S2(=O)=O)cc1OC,7,0.9,-8,-10,1.1,-9,0,30,1.1
O=[N+]([O-])c1ccc(COc2cccc(CNc3ccc(Br)cc3)c2)cc1,1,13,13,6,0.87,24,-5,2,0.94
CCN(CC)c1c2c(c(C#N)c3nc4ccccc4n13)CCC2,-4,4.7,-16,4,1.2,0,3,4,0.96
CC[C@@]12C(=O)N(c3ccc(C)cc3)C(=O)N1[C@H](c1cccc(C)c1)[C@@H]1C(=O)N(Cc3ccccc3)C(=O)[C@@H]12,-10,-0.5,0,-8,1,-14,-1,-4,1.1
COC(=O)C1(C)NCCc2c1[nH]c1ccccc21 (stereo not given),-1,-0.6,9,0,0.91,5,0,-2,1
COC(=O)C1=C(C)N(Cc2ccccc2)C(=NCCc2cccnc2)N[C@H]1c1ccccc1,27,0.0,-5,1,1,-1,-6,80*,0.99
COc1cc(NC(=S)Nc2ccccn2)c(OC)cc1Cl,-1,1.9,4,13,0.96,-14,4,0,0.87
Cc1cc(C)cc(NC(=O)c2ccc3c(c2)CCN3S(C)(=O)=O)c1,-4,-0.1,-2,5,1,-15,1,-1,0.95
COc1cc(/C=N/NC(=O)c2cccnc2)cc(Br)c1O,-7,1.1,4,20,0.96,-2,-4,-3,0.81
Cn1c(CNC(=O)CNC(=O)Cc2ccc(F)cc2)cc(=O)n(C)c1=O,-10,-1.4,3,3,0.97,-4,3,-5,0.97
COc1ccc(C(=O)NC(C(=O)NCc2ccccc2OC)C(C)C)cc1 (stereo not given),-10,-1.9,4,4,0.96,-2,-1,-2,0.95
CCOC(=O)Cc1csc(NC(=O)c2ccc(C)cc2)n1,-6,-1.8,9,8,0.91,7,-4,0,0.92
O=C(CCc1ccccc1)NNC(=O)Nc1ccc(Cl)cc1,-8,0.0,7,-30,0.93,4,-1,-5,1.3
COc1cc(NC(=S)N2CCN(c3ccccn3)CC2)cc(OC)c1,-5,0.2,-12,1,1.1,33,0,-4,0.99
CN1CCN(/C=N/c2c(C#N)cnn2-c2ccccc2)CC1,-2,1.1,-10,-4,1.1,-1,-2,4,1
CN(C)S(=O)(=O)c1cccc(COc2ncnc3c(Cl)cc(Cl)cc23)c1,-4,-1.6,6,-2,0.94,-15,1,-2,1
COCc1ccc([C@@H]2C[C@H]3CN(Cc4cccc(Cl)c4)C(=O)[C@]34CCCN24)o1,3,3.2,12,-15,0.88,-2,0,10,1.2
Cn1c(=O)n(CCc2ccccc2)c2ccccc21,-1,-0.2,-6,2,1.1,-2,-2,-1,0.98
COC(=O)C1CC(Cl)CN1c1ncc(C(F)(F)F)cc1Cl (stereo not given),-2,-0.8,-7,5,1.1,4,0,2,0.95
CCC/C(O)=C1\C(=O)CC(C)(C)CC1=NCc1ccccc1,-8,3.7,6,7,0.94,-9,0,-2,0.93

# Of the compounds above, these have fluorine.
compound,A3G deaminase,MPTP block,mIAP block,hIAP block,mIAP act,ATG4B inh,beta cell repl,APOBEC3A inh,hIAP act
Cn1c(CNC(=O)CNC(=O)Cc2ccc(F)cc2)cc(=O)n(C)c1=O,-10,-1.4,3,3,0.97,-4,3,-5,0.97
COC(=O)C1CC(Cl)CN1c1ncc(C(F)(F)F)cc1Cl (stereo not given),-2,-0.8,-7,5,1.1,4,0,2,0.95

# Six consecutive compounds from above, for reference:
compound,A3G deaminase,MPTP block,mIAP block,hIAP block,mIAP act,ATG4B inh,beta cell repl,APOBEC3A inh,hIAP act
CN1CCN(/C=N/c2c(C#N)cnn2-c2ccccc2)CC1,-2,1.1,-10,-4,1.1,-1,-2,4,1
CN(C)S(=O)(=O)c1cccc(COc2ncnc3c(Cl)cc(Cl)cc23)c1,-4,-1.6,6,-2,0.94,-15,1,-2,1
COCc1ccc([C@@H]2C[C@H]3CN(Cc4cccc(Cl)c4)C(=O)[C@]34CCCN24)o1,3,3.2,12,-15,0.88,-2,0,10,1.2
Cn1c(=O)n(CCc2ccccc2)c2ccccc21,-1,-0.2,-6,2,1.1,-2,-2,-1,0.98
COC(=O)C1CC(Cl)CN1c1ncc(C(F)(F)F)cc1Cl (stereo not given),-2,-0.8,-7,5,1.1,4,0,2,0.95
CCC/C(O)=C1\C(=O)CC(C)(C)CC1=NCc1ccccc1,-8,3.7,6,7,0.94,-9,0,-2,0.93

# Records listed above shown as hits in APOBEC3A inh:
Molecule | A3G deaminase | MPTP block | mIAP block | hIAP block | mIAP act | ATG4B inh | APOBEC3A inh | hIAP act
COC(=O)C1=C(C)N(Cc2ccccc2)C(=NCCc2cccnc2)N[C@H]1c1ccccc1 | 27 | 0.0 | -5 | 1 | 1 | -1 | 80* | 0.99

# (list continues)
compound,A3G deaminase,MPTP block,mIAP block,hIAP block,mIAP act,ATG4B inh,beta cell repl,APOBEC3A inh,hIAP act
CC12CCC(=O)N1C(C(=O)OCC(=O)Nc1sccc1C#N)CS2 (stereo not given),-3,-0.1,14,-2,0.86,-21,2,3,1
Cc1nn(Cc2ccccc2)c(C)c1NC(=O)CSc1nnc(-c2cc(Cl)ccc2O)n1C,-6,3.7,10,-6,0.9,-9,-1,-4,1.1
COC(=O)c1cc(C)sc1NC(=O)C1CC(=O)NN1Cc1ccccc1 (stereo not given),-7,4.5,9,2,0.91,-1,-3,-2,0.98
CCOC(=O)CSc1nc(N)c(C#N)c(-c2ccc(OCC)cc2)c1C#N,-1,-0.4,6,-13,0.94,-3,-1,0,1.1
CCn1c(SCC(=O)Nc2ccc(C(C)=O)cc2)nnc1C1CC1,-6,-1.1,-18,-12,1.2,1,1,-4,1.1
COC(=O)CSc1snnc1-c1ccc(Cl)c(Cl)c1,-3,-12,0,-2,1,-8,0,3,1
O=C(NCC1CCCO1)c1cn(Cc2ccccc2)nc1-c1ccc(Cl)cc1 (stereo not given),-3,-3.9,-3,0,1,7,-1,-4,1
O=C(CCCOc1cccc(Br)c1)NCCOc1ccccc1,-7,-2.7,2,-8,0.97,0,-2,-1,1.1
CN1CCN(c2ccc(S(=O)(=O)N3CCOCC3)cc2)CC1,-6,-0.6,-4,1,1,4,0,-6,0.99
CSc1cccc(NC(=O)c2c(Cl)cnn2C)c1,-6,-0.6,0,-14,1,6,-1,1,1.1
Cc1nc2ccccc2c(=O)n1/N=C/c1ccc(N(C)C)cc1,0,0.0,2,5,0.98,-8,-1,0,0.95
Cc1cccc(NS(=O)(=O)c2cccc3nsnc23)c1,7,-0.1,-10,-9,1.1,4,0,2,1.1
CCNc1c([N+](=O)[O-])c(=O)oc2ccccc12,-7,-1.1,3,2,0.97,-2,-1,-3,0.98
Cc1ccc(S(=O)(=O)NCc2cccnc2)cc1C,-9,0.0,6,10,0.94,4,-2,-5,0.91
c1ccc2nc3c(nc2c1)[nH]c1ccccc13,-1,-0.6,5,2,0.95,0,-3,0,0.98
C=CCC[C@H](Cc1ccc(F)cc1)C(=O)OC[C@@H](Cc1c[nH]c2ccccc12)NC(=O)[C@@H](CC=C)CC(=O)N[C@H](CO)Cc1ccccc1,-8,-0.3,2,-12,0.98,-14,-5,-5,1.1
CCOC(=O)/C(C#N)=C/N1CCOCC1,-4,0.5,2,-3,0.98,-3,1,11,1
Cn1c(=O)c2c(nc(CN3CCN(CCO)CC3)n2Cc2ccccc2Cl)n(C)c1=O,-9,0.1,-10,11,1.1,-6,-2,-1,0.89
Cc1ccc(CNC(=O)CCS(=O)(=O)c2cccc3nonc23)cc1,-5,0.1,-1,-3,1,-13,2,1,1
O=C(O)c1ccc(-c2ccc(O)c(F)c2)cc1,-12,-0.2,-1,-3,1,2,-4,-6,1
Cc1c(C(=O)O)cccc1-n1c(C)cc(/C=C(/C#N)C(=O)NCc2ccccc2)c1C,1,0.2,6,15,0.94,14,-4,6,0.85
Cc1c(C(=O)Nc2ccc3c(c2)OCO3)sc2nc(-c3ccccc3)cn12,-4,9.3,2,6,0.98,-15,-1,0,0.94
COCCN1C(=O)CS/C1=C(/C#N)C(=O)NCc1ccco1,0,-1.8,17,-14,0.83,-6,-4,2,1.1
CCOCC(=O)Nc1ccc(S(=O)(=O)Nc2ncccn2)cc1,-3,-3.2,-3,-17,1,-7,-1,-1,1.2
O=C(NCCCc1ccccc1)C(=O)NCC1OCCN1S(=O)(=O)c1cc(F)ccc1F (stereo not given),-6,-1.2,-4,-25,1,-3,-3,0,1.3

# Profiles, quoted from the list:
# Profile of O=C(CCCOc1cccc(Br)c1)NCCOc1ccccc1 = A3G deaminase: -7; MPTP block: -2.7; mIAP block: 2; hIAP block: -8; mIAP act: 0.97; ATG4B inh: 0; beta cell repl: -2; APOBEC3A inh: -1; hIAP act: 1.1
# Profile of CCOCC(=O)Nc1ccc(S(=O)(=O)Nc2ncccn2)cc1 = A3G deaminase: -3; MPTP block: -3.2; mIAP block: -3; hIAP block: -17; mIAP act: 1; ATG4B inh: -7; beta cell repl: -1; APOBEC3A inh: -1; hIAP act: 1.2

# (more compounds)
compound,A3G deaminase,MPTP block,mIAP block,hIAP block,mIAP act,ATG4B inh,beta cell repl,APOBEC3A inh,hIAP act
CCC(C(=O)NCCc1ccco1)n1nc(C)c2c(C)n(-c3ccccc3)nc2c1=O (stereo not given),-5,3.2,2,-6,0.98,-3,-3,-8,1.1
COc1ccc(NC(=O)CNCc2ccc(Cl)cc2)cc1S(=O)(=O)N1CCOCC1,-5,-0.8,-20,-12,1.2,-20,-5,-2,1.1
CCCCCn1ccc(=N)cc1,28,0.2,-2,-11,1,6,-4,62*,1.1
CCCCn1nnnc1NCc1ccc(N(CC)CC)cc1,-2,1.1,-5,2,1.1,-6,-3,4,0.98
COc1cc(/C=C(\NC(C)=O)C(=O)O)cc(OC)c1OC,-6,0.2,7,-20,0.93,-11,-3,-4,1.2
O=C(COc1ccc([N+](=O)[O-])cc1)NNC(=O)Nc1cccc(F)c1,-4,0.6,7,-46,0.93,4,-3,0,1.5
O=C(O)c1ccccc1NS(=O)(=O)c1cccc(NS(=O)(=O)c2cc(Br)ccc2Br)c1,-5,-2.4,10,12,0.9,18,-3,0,0.88
CC1=C([N+](=O)[O-])C(c2ccccc2Cl)NC(=O)N1 (stereo not given),-6,0.4,0,18,1,-6,1,0,0.82
